Assay outcomes from PubChem.
GASC-1 inh = human JMJD2C demethylase inhibition; GST-JMJD2C(1-420) H3K9me3 demethylation, DELFIA europium; AID 2099; Q9H3R0; inhibition, % at 2.35 µM; 330,000 compounds, 0.069% hits;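 active = more than half of a compound's replicate wells show inhibition beyond 50%, single wells judged on their own value; inconclusive = some, but no more than half, of replicates pass 50% inhibition; inactive = no replicate passes 50% inhibition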;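 also: signal counts dimethyl H3K9 product captured on neutravidin plate; 0% = median of DMSO wells and 100% = 0.3 times that DMSO median; strong numbers were not always called active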
Target sequence (Q9H3R0 1-420 limits assumed): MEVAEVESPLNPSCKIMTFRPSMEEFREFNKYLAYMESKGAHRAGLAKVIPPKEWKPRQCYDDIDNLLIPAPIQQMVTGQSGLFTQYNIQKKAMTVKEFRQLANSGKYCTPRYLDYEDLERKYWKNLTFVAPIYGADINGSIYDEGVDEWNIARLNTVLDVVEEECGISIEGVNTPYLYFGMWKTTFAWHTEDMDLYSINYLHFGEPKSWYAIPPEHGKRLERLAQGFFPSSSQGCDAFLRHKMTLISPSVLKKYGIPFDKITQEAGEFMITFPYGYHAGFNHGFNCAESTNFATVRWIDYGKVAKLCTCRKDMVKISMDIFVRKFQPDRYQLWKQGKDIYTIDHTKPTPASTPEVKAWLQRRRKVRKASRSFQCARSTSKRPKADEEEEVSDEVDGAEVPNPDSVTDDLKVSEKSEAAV
AHR act = activators of human aryl hydrocarbon receptor; 320,000 compounds, 2.5% hits; AID 2796; AHR-responsive luciferase reporter cells, luminescence; activation, % at 5 µM; in the data active = activation above about 47%;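 also: 0% = vehicle wells and 100% = reference agonist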
MEP2 TOR yeast = alters MEP2-GFP fluorescence in TOR pathway yeast screen | AID 2016 | GFP response vs DMSO, % at 10 µM | S. cerevisiae MEP2-GFP strain, flow cytometry GFP, 3 h; 100% = DMSO control level | 330,000 compounds, 0.51% hits;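 active = GFP response versus DMSO above a set limit, roughly screen mean plus 3 SD, cut at about 180% in these data; inconclusive = fewer than 70 cells counted for a yeast strain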;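 also: median GFP fluorescence of the barcode-gated MEP2-GFP cells per well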
Yeast superoxide = yeast age-related superoxide inhibition as caloric restriction mimetic. 330,000 compounds, 0.18% hits. AID 2690. S. cerevisiae aged cells, superoxide DHE fluorescence; stronger effect = lower value. superoxide response (% of plate mean), % at 10 µM;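 active = superoxide response under a set limit, about three screen SD below normal, cut at about 65% in these data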;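 also: yeast aged for seven days with compound at 30 °C before DHE staining; 100% = average MFI of all compound-treated wells on the plate with controls excluded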
LAP4 TOR yeast = yeast TOR pathway LAP4-GFP modulation. S. cerevisiae LAP4-GFP multiplex, flow cytometry GFP, 3 h; median GFP as percent of DMSO wells. GFP response vs DMSO, % at 10 µM. 320,000 compounds, 0.34% hits;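 active = GFP response vs DMSO above a set limit, about the screen mean plus 3 SD, cut at about 150% in these data; inconclusive = under 70 cell events counted for the yeast strain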
proCasp7 act = counter-screen: procaspase-7 (human) activation. P55210. AID 463210. 330,000 compounds, 0.093% hits. activation, % at 8.5 µM. recombinant procaspase-7, Ac-DEVD-pNA absorbance 405 nm; D23A/D198A/D206A triple mutant, cannot self-cleave; scale: DMSO 0, 5 µM enzyme 100;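 active = percent activation above the screen-wide mean plus 3 SD, cut at about 25% in these data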
Target sequence (P55210 whole entry D23A/D198A/D206A): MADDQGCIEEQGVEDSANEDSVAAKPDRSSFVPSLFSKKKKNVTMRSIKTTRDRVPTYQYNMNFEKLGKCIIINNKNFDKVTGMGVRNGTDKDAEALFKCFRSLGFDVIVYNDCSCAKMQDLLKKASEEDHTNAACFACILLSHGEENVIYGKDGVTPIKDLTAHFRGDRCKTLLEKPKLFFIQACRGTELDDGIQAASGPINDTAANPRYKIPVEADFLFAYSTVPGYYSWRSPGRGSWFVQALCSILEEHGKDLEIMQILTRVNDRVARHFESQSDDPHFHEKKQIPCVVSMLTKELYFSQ
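System: Procaspase-7 triple mutant (PC-7 D3A); measure: % activation from two-timepoint absorbance difference, scaled to controls; times: 1 h compound preincubation, 2 h substrate cleavage, 25 °C; also added: Ac-DEVD-pNA substrate, 400 µM as added; measured by: Epi-absorbance of released pNA at 405 nm, two timepoints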
procasp3 activ = activates human procaspase-3 | activation, % at 8.5 µM | 330,000 compounds, 0.11% hits | P42574 | recombinant procaspase-3 D3A, Ac-DEVD-pNA absorbance 405 nm;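 active = activation above the mean of all tested compounds plus 3 SD, cut at about 21% in these data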;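 also: 0% = DMSO alone and 100% = DMSO wells spiked with extra 5 µM PC-3 D3A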
Target sequence (P42574 whole entry D9A/D28A/D175A): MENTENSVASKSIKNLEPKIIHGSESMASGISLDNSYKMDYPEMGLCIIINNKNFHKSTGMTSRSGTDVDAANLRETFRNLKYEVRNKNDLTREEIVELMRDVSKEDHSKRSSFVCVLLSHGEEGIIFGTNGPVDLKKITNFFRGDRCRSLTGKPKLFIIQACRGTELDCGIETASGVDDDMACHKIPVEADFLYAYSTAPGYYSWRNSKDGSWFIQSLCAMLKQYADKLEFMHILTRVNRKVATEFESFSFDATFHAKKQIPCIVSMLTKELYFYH
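material = Procaspase-3 D3A mutant | probe or stimulus = Ac-DEVD-pNA | compound = single dose, 8.5 µM nominal compound, 0.8% DMSO | timing = 1 h preincubation, 2 h reaction | measured by = 405 nm absorbance of p-nitroaniline, reads at 0 and 120 min | benchmarks = DMSO-only low control, 5 µM PC-3 D3A high control | repeats = singlicate, each compound tested once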
RPL19A-GFP yeast = modulators of TOR pathway RPL19A-GFP in S. cerevisiae | S. cerevisiae RPL19A-GFP strain, flow cytometry, 3 h; stronger effect = lower value | percent response vs DMSO, % at 10 µM | 330,000 compounds, 0.3% hits;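 active = percent response vs DMSO below 50%; inconclusive = fewer than 70 events counted for the yeast strain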;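 also: median channel GFP fluorescence of the barcoded RPL19A-GFP strain; ratio of sample median GFP to plate DMSO average so 100% = DMSO; lower means less RPL19A-GFP as with rapamycin TOR inhibition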
Active calls of the source: *; ? = inconclusive; · = no result given; & = joins results of further samples; [ ] = remark or other dose.

SMILES	GASC-1 inh	AHR act	MEP2 TOR yeast	Yeast superoxide	LAP4 TOR yeast	proCasp7 act	procasp3 activ	RPL19A-GFP yeast
CCn1cc(C(=O)N[C@@H](CCSC)C(=O)NCCO)c(=O)c2cc3c(cc21)OCO3	-20	4	107	101	93	1	4	108
CC(OC(=O)C1CCN(c2ccc(C(F)(F)F)cn2)CC1)C(=O)Nc1cccc([N+](=O)[O-])c1 (stereo not drawn)	-1	1	110	74	111	-4	5	98
C=CCN=C1S/C(=C\N(C)C)C(=O)N1S(=O)(=O)c1ccc(C)cc1	2	0	103	110	92	3	1	102
O=C(COC(=O)Cc1ccccc1F)NCCNC(=O)COC(=O)Cc1ccccc1F	-2	-3	109	86	106	7	0	105
CCOc1ccc(CCNC(=O)c2cc([N+](=O)[O-])ccc2N2CCOCC2)cc1OCC	-12	4	94	98	70	-1	2	106
CSc1ncc(C(=O)Nc2cc(C)ccc2C)c(C)n1	6	·	?	99	?	·	·	?
CCOC(=O)N1CCN(C(=O)c2ccc3c(=O)n(CCOC)c(=O)[nH]c3c2)CC1	-10	-2	101	101	109	6	-4	109
Cc1ccc(-n2ncc3c(NCc4cccnc4)ncnc32)c(C)c1	4	-1	74	82	88	4	8	103
CC(=O)N[C@H]1C[C@@H]1c1ccccc1	7	2	103	107	112	6	-8	107
O=C(/C=C/c1ccccc1)Nc1ccc2c(c1)C(=O)NC2=O	40	10	89	109	85	-24	-24	99
COc1ccc(OCc2nnc(SCC(=O)N3c4ccccc4Sc4ccc(Cl)cc43)o2)cc1	1	3	99	97	104	14	-3	95
COc1cc(C(=O)OCC(=O)c2cc(C)n(C)c2C)cc(NC(=O)c2ccco2)c1OC	-1	2	113	94	105	-5	3	112
CCCN1c2cccc3cccc(c23)S1(=O)=O	-8	0	109	122	108	-1	3	100
Cc1cc([N+](=O)[O-])nn1Cc1ccc(C(=O)N/N=C/c2ccccc2)cc1	-4	8	103	119	94	-1	6	104
CC1CCC(C(=O)NC(C(=O)NCc2ccccn2)C(C)C)CC1 (stereo not drawn)	-2	1	103	101	101	10	7	97
CCCCn1c(N)c(N(CC(C)C)C(=O)c2ccc(-c3ccc(C(C)=O)cc3)o2)c(=O)[nH]c1=O	-4	4	97	65*	104	-9	-2	94
Cn1cnnc1Sc1ccc(C(F)(F)F)cc1[N+](=O)[O-]	-9	6	102	121	104	3	-4	104
C=CCn1c(O)c(N=NC(=O)OCC)c2ccccc21	8	37	·	98	·	0	9	·
N=c1c(S(=O)(=O)c2ccc(Br)cc2)cc2c(=O)n3ccccc3nc2n1Cc1ccco1	13	-1	106	92	98	-8	-4	97
CCC(=O)Nc1ccc(C=C(C(C)=O)C(C)=O)cc1	0	0	117	106	·	5	-6	93
CC(=O)c1ccc(OCCCC(=O)OCC(=O)N2CCN(c3ccccc3)CC2)cc1	-1	4	120	103	109	14	-7	94
CSCCC(NC(=O)c1ccco1)C(=O)Nc1cc(C)ccn1 (stereo not drawn)	0	1	97	102	97	7	9	101
COc1cccc(CNc2nc3ccccc3n2CCN2CCCCC2)c1	-2	5	105	91	110	-1	-6	104
Cc1ccc(S(=O)(=O)N2CCN(CC(=O)N/N=C\c3ccccn3)CC2)cc1	-1	1	108	116	106	-8	9	99
O=c1oc(-c2ccco2)nc2sc3c(c12)CCCCC3	-3	5	111	125	106	11	-1	102
N#Cc1ccc(C(=O)N(Cc2ccco2)c2c(N)n(Cc3ccccc3)c(=O)[nH]c2=O)cc1	·	-1	103	96	111	3	-5	99
COc1ccc(OC)c(CCNC(=O)c2sc3nc4n(c(=O)c3c2C)CCC4)c1	-1	0	95	113	90	2	2	94
Cc1c(S(=O)(=O)NC(C)c2ccccc2)c(=O)n(C)c(=O)n1C (stereo not drawn)	-4	5	94	102	106	3	-6	94
CCN(CC)CC(O)COc1ccc2c(c1)OCO2 (stereo not drawn)	-1	0	101	101	106	10	-7	100
COc1ccc(NC(=O)c2ccc(COc3ccccc3Br)o2)cc1OC	-4	17	103	113	111	-2	3	99
COc1cccc(-c2onc3ccc(C(=O)/C=C/N(C)C)cc23)c1	1	1	104	101	95	-7	-2	102
COC(=O)c1sccc1NC(=O)c1cc(-c2cccc(C)c2)nc2ccccc12	0	3	109	102	106	4	0	101
CCOC(=O)c1cc2c(=O)n3ccccc3nc2n(Cc2ccco2)c1=NC(=O)c1cccc(OC)c1	0	0	93[may fluoresce violet]	90	103[may fluoresce violet]	-8	-4	82[may fluoresce violet]
CCOC(=O)C(C#N)c1ccccn1 (stereo not drawn)	-24	5	105	102	104	-1	5	99
O=C(CNC(=O)c1ccccc1F)N/N=C/c1cccnc1	-3	3	97	109	91	0	4	99
CC(=O)Nc1ccc(NS(=O)(=O)c2cc([N+](=O)[O-])ccc2C)cc1	-9	0	101	109	102	2	-2	100
CCOc1ccc(S(=O)(=O)N(C)CC(=O)NCc2ccccn2)cc1	-3	-1	107	89	97	-10	4	107
COC(=O)c1sc(-c2ccc(Cl)cc2)cc1NC(=O)/C=C/C(=O)O	-7	0	351*[may fluoresce violet]	137	65[may fluoresce violet]	-2	-7	43*[may fluoresce violet]
O=CNCc1nc2ccccc2n1CCCc1ccccc1	5	4	109	99	100	-5	12	97
CCc1ccc(-c2nc(CN3CCC(C(=O)NCCc4ccc(OC)c(OC)c4)CC3)c(C)o2)cc1	7	-3	103	104	98	7	14	102
CS(=O)(=O)n1nc(-c2cccnc2)nc1NCc1ccccc1	-8	6	96	92	93	-1	9	90
CCC(C)(C(=O)NC1CCCCC1)N(Cc1ccco1)C(=O)c1cnccn1 (stereo not drawn)	22	-1	116	95	99	20	3	96
O=[N+]([O-])c1ccc(Cl)cc1Sc1cccc2cccnc12	8	11	102	99	110	-1	3	95
COC(=O)c1ccc(-c2ccc([C@H]3[C@H]4C=CC[C@@H](C)[C@@H]4C(=O)N3Cc3ccccc3)c(F)c2)cc1	2	4	102	107	99	-1	9	98
Cc1cccc(N2C(=O)SC(SC(=Nc3ccccc3)Nc3ccccc3)C2=O)c1 (stereo not drawn)	6	29	85	111	103	-18	-11	90
O=C(NCCCN1CCOCC1)C(=O)NCC1OCCCN1S(=O)(=O)c1cc(F)ccc1F (stereo not drawn)	·	1	86	100	78	-9	11	96
O=C(c1ccccc1Cl)N1CCc2ccccc2C1	-6	6	90	93	96	1	3	87
O=C(O)/C=C/c1cn(-c2ncc(C(F)(F)F)cc2Cl)c2ccccc12	2	4	100	100	98	13	4	100

Some entries already given, reduced to proCasp7 act.
smiles	proCasp7 act
Cc1c(S(=O)(=O)NC(C)c2ccccc2)c(=O)n(C)c(=O)n1C (stereo not drawn)	3
CCN(CC)CC(O)COc1ccc2c(c1)OCO2 (stereo not drawn)	10
COc1ccc(NC(=O)c2ccc(COc3ccccc3Br)o2)cc1OC	-2

Next part
SMILES	GASC-1 inh	AHR act	MEP2 TOR yeast	Yeast superoxide	LAP4 TOR yeast	proCasp7 act	procasp3 activ	RPL19A-GFP yeast
CCOc1ccc(-c2nc(CSc3nncs3)cs2)cc1OC	-6	13	105	96	107	-1	7	98
O=C(NCCc1c[nH]c2ccccc12)c1cc([N+](=O)[O-])cc([N+](=O)[O-])c1	-7	14	101	109	93	-21	-5	103
Cc1cc(C)c(S(=O)(=O)N2CCN(C(=O)N(C)C)CC2)c(C)c1	-2	-1	82	97	88	6	0	91
Cc1cc(N=Cc2c(O)n(-c3ccc4c(c3)OCO4)c(=O)c3ccccc23)ccn1	37	-1	99	85	98	-1	-1	99
O=C1c2c(O)cc(O)cc2O[C@H](c2ccc(O)cc2)[C@H]1O	0	1	111	91	109	-4	8	101
CCCNC(=O)c1onc(CSc2ccc(F)c(F)c2)c1C(=O)NCCC	14	-1	94	104	128	-5	0	94
Cc1ccc(C2C(=O)N(C3CCC(C)CC3)CC(=O)N2C2CC2)cc1 (stereo not drawn)	-1	3	103	103	101	4	11	101
Nc1ccc(S(=O)(=O)Nc2cnc3ccccc3n2)cc1	-32	4&-1	92&84	95&90	100&100	-8&-1	-1&3	101&92
O=C(O)c1ccc(NC2=C(Cl)C(=O)c3ccccc3C2=O)cc1	-6	12	104	132	101	-20	-6	106
O=C(NC1CCCCC1)c1ccc(S(=O)(=O)N2CCOCC2)cc1	-1	1	102	108	104	3	-3	101
CCOc1ccc2nc(NC(NC(=O)CC)(C(=O)OC)C(F)(F)F)sc2c1 (stereo not drawn)	0	8	99	100	99	-5	0	101
O=C(Oc1ccc2ccccc2c1Cl)N1CCCCCC1	3	2	94	95	99	-1	-8	104
N#Cc1cccc(Nc2c3c(nc4ccccc24)CCCC3)c1	-4	11	104	92	104	5	-7	107
O=C(/C=C/c1ccccc1Cl)Nc1ccncc1	16	-3	99	110	106	0	5	97
COc1ccc(OC)c(NC(=O)C2CCCN(S(C)(=O)=O)C2)c1 (stereo not drawn)	-4	3	111	112	103	4	0	109
Cc1ccc2[nH]c(=O)c(CN(CCCO)C(C)c3nnnn3Cc3ccco3)cc2c1 (stereo not drawn)	0	4	99	98	109	-18	-13	98
O=C(Nc1ccccc1O)c1ccc2c(c1)C(=O)N(c1ccccc1)C2=O	0	·	108	102	96	·	·	104
CC(=O)Nc1ccc(S(=O)(=O)NNC(=O)c2cccc3ccccc23)cc1	-13	7	95	112	96	2	-2	99
CSc1ccc(C2CC(=O)Nc3nc(SC)[nH]c(=O)c32)cc1 (stereo not drawn)	8	5	102	86	101	4	0	96
CCOC(=O)C(Cc1ccccc1)NC(=O)Cn1nnc(-c2ccccc2)n1 (stereo not drawn)	-13	0	99	121	100	-4	-1	96
CC(C)C(=O)Nc1cccc(NC(=O)c2cc3ccccc3o2)c1	0	0	98	99	105	5	0	96
O=C(NN1C(=O)NC2(CCCCC2)C1=O)c1ccc(Cl)s1	3	1	99	101	95	-3	-4	94
Fc1cccc(/C=N/Nc2ccccn2)c1	2	11	104	101	109	4	5	100
COc1cc(CN2CCC(n3nccc3NC(=O)c3ccc4c(c3)OCO4)CC2)ccc1O	-4	0	105	106	107	1	4	103
CC1(C)C2CCC1(CS(=O)(=O)N1CCC(C(N)=O)CC1)C(=O)C2 (stereo not drawn)	-1	-1	102	87	112	5	-10	101
Cc1oc(-c2ccccc2)cc1C(=O)Nc1ccc(N(C)C)cc1	5	-1	99	99	94	-12	-1	98
CCn1c(SCC(=O)Nc2ccc(OC)c(OC)c2)nnc1-c1cccs1	7	2	97	97	105	8	-3	109
CCOc1cccc(CN2CCC(Oc3ccc(C(=O)NCc4ccccn4)cc3)CC2)c1	19	3	96	120	94	10	2	97

Whole records, looked up by structure. Order of screens: GASC-1 inh, AHR act, MEP2 TOR yeast, Yeast superoxide, LAP4 TOR yeast, proCasp7 act, procasp3 activ, RPL19A-GFP yeast
Listed for Cc1oc(-c2ccccc2)cc1C(=O)Nc1ccc(N(C)C)cc1 → 5, -1, 99, 99, 94, -12, -1, 98
Listed for CC1(C)C2CCC1(CS(=O)(=O)N1CCC(C(N)=O)CC1)C(=O)C2 (stereo not drawn) → -1, -1, 102, 87, 112, 5, -10, 101
